CHO-K1 Ca antag: counter-screen for M1 antagonists: effect in parental CHO-K1 cells | ATP-induced calcium, Fluo-8 fluorescence | inhibition, % at 3 µM | actives 0.6% (n = 360,000) | AID 602250;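 active = inhibition above a per-plate cutoff, the plate's mean sample inhibition plus 3 SD, cut at about 24% in these data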;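 note: 0% = DMSO plus EC80 ATP and 100% = DMSO alone without ATP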
CHO-K1 Ca PAM: nonselective calcium activators in parental CHO-K1 cells, primary screen, counter-screen for M1 PAM project, cell-based, Fluo-8 calcium fluorescence, full deck, 1536-well | ATP EC20; 0% at ATP EC20, 100% at ATP max | activation, % at 3 µM | actives 0.02% (n = 360,000);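 active = activation above the run cutoff, the mean activation of all test compounds plus 3 SD, cut at about 40% in these data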;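 note: peak over basal fluorescence ratio in a 140 s read after ATP addition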
TAAR1 agonist: human TAAR1 agonists, primary screen, Fluo-8 calcium fluorescence, CHO RD-HGA16 cells; vehicle wells 0%, saturating PEA agonist 100%; Trace amine-associated receptor 1 (Homo sapiens), Q96RJ0; activation, % at 3 µM; actives 0.99% (n = 360,000);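 active = activation above the mean activation of all test compounds in the run plus 3 SD, cut at about 38% in these data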
Target sequence (Q96RJ0 whole entry, looked up): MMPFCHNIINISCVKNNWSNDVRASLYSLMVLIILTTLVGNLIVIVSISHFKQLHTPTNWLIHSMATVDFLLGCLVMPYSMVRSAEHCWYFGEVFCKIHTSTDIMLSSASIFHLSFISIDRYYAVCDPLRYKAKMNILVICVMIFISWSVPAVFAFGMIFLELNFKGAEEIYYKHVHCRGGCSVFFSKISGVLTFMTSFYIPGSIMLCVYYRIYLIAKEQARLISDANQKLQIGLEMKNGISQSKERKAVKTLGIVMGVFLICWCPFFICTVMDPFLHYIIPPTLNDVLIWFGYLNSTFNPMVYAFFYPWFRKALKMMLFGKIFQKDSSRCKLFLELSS
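test system = CHO RD-HGA16 cells carrying human TAAR1 plus Gα16 | schedule = 17-24 h seeding, 75 min 37 °C dye, 30 min RT | compound dosing = 3 µM single concentration | control set = DMSO and PEA EC100 | replicates = n 1 | signal = Fluo-8 fluorescence, 5 s baseline then 140 s kinetic read | measure = percent activation vs PEA EC100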
TAAR1 antagonist: human TAAR1 antagonists, primary screen, Fluo-8 calcium fluorescence, CHO RD-HGA16 cells; actives 1.5% (n = 360,000); inhibition, % at 3 µM; antagonist;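 active = inhibition above a per-plate cutoff, the mean inhibition of test compounds on that plate plus 3 SD, cut at about 49% in these data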;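 note: 0% = DMSO plus EC80 beta-PEA response and 100% = DMSO alone without agonist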
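System: CHO RD-HGA16 cells bearing hTAAR1. Reagent: EC80 β-phenethylamine stimulus. Schedule: seeding 17-24 h prior, 75-min 37 °C, 30-min RT dye loading. Signal: Fluo-8 intracellular calcium dye fluorescence, real-time kinetic reads. Read-out: % inhibition from peak post-agonist over basal fluorescence ratio. Benchmarks: vehicle wells and EC80 agonist wells. Replicates: n of 1.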
CHO parental Ca: ATP-evoked calcium signal inhibitors, parental CHO, primary screen, counter-screen for OX1R antagonist project, cell-based, fluorescence, Fluo-8 calcium dye; parental CHO-K1, ATP-induced calcium, Fluo-8 fluorescence; inhibition, % at 5.6 µM; actives 0.63% (n = 330,000);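 active = inhibition above that plate's mean sample inhibition plus 3 SD, cut at about 26% in these data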;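 note: 0% = ATP-challenged DMSO wells and 100% = DMSO wells without ATP; some compounds past the cut are filed as inactive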
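material = parental CHO cells | also added = ATP as calcium-mobilizing challenge | dosing = single point at 5.6 µM | detection = intracellular calcium via Fluo-8 no-wash fluorescent dye | read-out = % inhibition | benchmarks = low control ATP plus DMSO, high control DMSO only | repeats = one well per compound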
CHRM1 agonist: human M1 muscarinic receptor agonists, primary screen, Fluo-8 calcium fluorescence, CHO-K1 cells, HTS; Muscarinic acetylcholine receptor M1 (Homo sapiens), P11229; CHO-K1 hM1, agonist mode; 0% DMSO, 100% acetylcholine EC100; activation, % at 3 µM; actives 0.33% (n = 360,000); AID 588814, 2011;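 active = activation above the run's mean compound activation plus 3 SD, cut at about 16% in these data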;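 note: peak over basal fluorescence ratio within a 140 s kinetic read after compound addition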
Target sequence (P11229 whole entry, looked up): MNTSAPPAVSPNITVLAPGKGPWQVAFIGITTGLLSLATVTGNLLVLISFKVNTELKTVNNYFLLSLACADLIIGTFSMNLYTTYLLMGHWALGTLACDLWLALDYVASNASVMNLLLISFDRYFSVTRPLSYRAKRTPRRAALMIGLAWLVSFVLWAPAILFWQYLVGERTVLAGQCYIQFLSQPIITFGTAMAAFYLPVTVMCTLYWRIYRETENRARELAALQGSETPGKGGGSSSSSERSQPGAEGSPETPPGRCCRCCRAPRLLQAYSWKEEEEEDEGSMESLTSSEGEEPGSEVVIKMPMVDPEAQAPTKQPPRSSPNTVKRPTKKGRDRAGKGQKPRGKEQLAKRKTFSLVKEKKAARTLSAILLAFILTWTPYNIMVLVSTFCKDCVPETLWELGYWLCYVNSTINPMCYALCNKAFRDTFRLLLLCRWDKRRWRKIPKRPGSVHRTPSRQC
M1 ag parental: counter-screen for M1 agonists: effect in parental CHO-K1 cells; Fluo-8 calcium fluorescence; scaled to maximal ATP response, vehicle zero; activation, % at 3 µM; actives 0.48% (n = 360,000); in the data active = activation above about 15%;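 note: untransfected CHO-K1 host cells lacking M1 receptor as counterscreen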
M1 antag: human M1 muscarinic receptor antagonists, primary screen, CHO-K1 cells, Fluo-8 calcium fluorescence, 1536-well; Muscarinic acetylcholine receptor M1 (Homo sapiens), P11229; CHO-K1 hM1, ACh EC80 antagonist; inhibition, % at 3 µM; actives 1.3% (n = 360,000);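 active = percent inhibition above its own plate's cutoff, namely the mean of that plate's compound wells plus 3 SD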;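 note: peak over basal fluorescence ratio during 140 s after agonist addition; 0% = ACh EC80 plus DMSO and 100% = DMSO alone without agonist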
OXTR potentiate: human OXTR potentiators, primary screen, fluorescence, CHO-OTR cells, Fluo-8 calcium; Oxytocin receptor (Homo sapiens), P30559; Fluo-8 calcium fluorescence, potentiator mode; 0% = oxytocin EC15, 100% = EC100; activation, % at 3 µM; actives 0.061% (n = 320,000);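 active = activation above that plate's cutoff, the mean activation of tested compounds plus 3 SD, cut at about 6.6% in these data, passing the limit was not always enough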;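 note: 100% uses oxytocin at 75 nM as the full agonist control; some results filed as inactive read as strong as hits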
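Material: human OTR in CHO cells. Compound: 3.0 µM, one dose. Timing: compound 6 min at room temperature before oxytocin, 100 s read. Evaluation: % activation of max/min ratio relative to oxytocin controls. Replication: single well per compound, singlicate. Signal: Fluo-8 calcium dye fluorescence.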
* = called active by the depositor; . = not tested or not shown.

molecule,CHO-K1 Ca PAM,CHO-K1 Ca antag,OXTR potentiate,CHO parental Ca,TAAR1 agonist,CHRM1 agonist,TAAR1 antagonist,M1 antag,M1 ag parental
Cc1ccc(NC(=O)c2ccccc2NS(=O)(=O)c2ccc(F)cc2)cc1S(=O)(=O)N1CCCCC1,-4,26*,-18,7,8,1,27,13,12
CCOc1ccc(/C=C/C(=O)OCC(=O)Nc2cccc(S(=O)(=O)N3CCCC3)c2)cc1,-3,-10,-10,4,3,-4,10,4,3.4
CCOc1ccc(NC(=O)Nc2cc(C(C)C)ccc2C)cc1,-15,-4,.,.,6,-5,-11,-11,0.2
CC1(C(=O)NS(=O)(=O)c2ccc(Cl)s2)CCN1C(=O)Cc1ccc(Cl)cc1Cl (stereo not drawn),11,-8,.,.,1,-4,-5,-18,-0.2
O=c1[nH]c(C2CC2)nc2sc3c(c12)CCCC3,8,5,-1,-11,-2,-14,10,-10,-0.1
CCOc1ccc(NC(=O)c2cc(S(=O)(=O)N3CCCCC3)c[nH]2)cc1,-9,13,-9,-14,7,0,-15,7,2.0
Cc1ccc(OCc2nnc(SCC(=O)N3c4ccccc4Sc4ccc(Cl)cc43)o2)cc1,-10,13,-1,-25,1,-5,-4,5,-0.5
COC(=O)[C@H](Cc1ccccc1)NC(=O)Nc1ccc(S(N)(=O)=O)cc1,0,4,-17,-3,2,-2,13,0,-0.5
COCCCNC(=O)c1c(N)n(-c2cccc(S(N)(=O)=O)c2)c2nc3ccccc3nc12,2,1,-16,-1,4,-3,18,6,0.7
CC(C)(C)N=Cc1cc(-c2ccccc2)sc1O,14,-19,-11,-18,-1,-3,11,-5,0.4
COc1ccc(CNC(=O)COC(=O)c2cc(-c3ccc(Cl)s3)nc3ccccc23)cc1,12,-12,-18,-8,5,-3,24,-7,0.1
O=C(COC(=O)c1ccc(S(=O)(=O)N2CCCC2)cc1)Nc1ccc(N2CCOCC2)cc1,17,-9,-10,-12,3,-7,9,-9,0.7
O=C(COC(=O)CCc1nc2ccccc2s1)Nc1cccc(S(=O)(=O)N2CCOCC2)c1,13,-4,-9,-10,13,-3,0,0,3.9
CC(C)CC(NS(=O)(=O)OCC(Cl)(Cl)Cl)c1ccccc1 (stereo not drawn),-5,-2,-17,-11,20,-7,86*,35*,-0.9
N#CCOC(=O)[C@H](Cc1c[nH]c2ccccc12)NS(=O)(=O)c1ccc(Cl)cc1,9,-4,-10,14,13,-1,30,-8,4.8
CC(C)c1onc(C(=O)N2CCC(C(N)=O)CC2)c1[N+](=O)[O-],-3,-3,-6,-5,-1,-2,-2,-4,-0.1
O=c1n(CC2CO2)c(=O)n(CC2CO2)c(=O)n1CC1CO1 (stereo not drawn),18,-19,.,.,2,0,3,-18,0.8
COc1ccc(/C=C(\NC(=O)c2ccccc2)C(=O)NCCN2CCOCC2)cc1OC,-9,-4,-15,5,1,-1,-24,13,0.5
Cc1ccc(C(C[N+](=O)[O-])Sc2ccc(N)cc2)cc1 (stereo not drawn),9,-4,-13,-3,3,-4,3,-14,0.9
CCCCOCCCN1CC(=O)N2C(C)c3[nH]c4ccccc4c3C[C@H]2C1=O (stereo partly drawn),12,-11,2,-14,2,-4,13,-2,0.7
CC(Sc1nnnn1C)C(=O)Nc1ccccc1 (stereo not drawn),1,11,-9,-13,12,-7,-3,8,-0.7
COCCNC(=O)c1ccc2c(c1)CCN2S(C)(=O)=O,9,-20,2,-8,2,-3,-14,-13,0.6
COc1ccccc1-c1cnc(C(O)c2c(C)cc(C)cc2C)[nH]1 (stereo not drawn),10,-17,.,.,5,-3,-3,-10,1.4
Cc1ccc(S(=O)(=O)c2c(C)nn(C(C)(C)C)c2OC(=O)c2ccco2)cc1,18,5,-15,-19,12,-2,-8,-47,0.3
Cn1cc(CNC(=O)C2CCC(=O)N(Cc3cccc(C(F)(F)F)c3)C2)cn1 (stereo not drawn),-11,9,.,.,0,-1,-3,-13,-0.1
Cc1cccc(OC(=O)c2sc(Cl)nc2C)c1,19,-13,-1,-6,0,-4,7,-18,0.2
CCOC(=O)c1[nH]c(C)c(C(=O)c2cc(F)ccc2F)c1C,-10,19,-5,-14,3,-8,3,-3,-0.3
CCc1ccc2[nH]c3nc(SCC(=O)NNC(=O)c4ccc(C(C)(C)C)cc4)nnc3c2c1,-4,-3,-11,3,7,2,-21,-7,0.5
Cc1ccc(S(=O)(=O)N2CCCC(C(=O)NCCC(C)C)C2)cc1 (stereo not drawn),0,-7,-10,-10,-1,-5,-26,-1,0.7
Cc1ccc2cc(COC(=O)c3ccco3)c(=O)[nH]c2c1,12,0,-3,-17,10,-3,-1,-8,0.1

Next part.
molecule,CHO-K1 Ca PAM,CHO-K1 Ca antag,OXTR potentiate,CHO parental Ca,TAAR1 agonist,CHRM1 agonist,TAAR1 antagonist,M1 antag,M1 ag parental
Cc1c(Br)c(C(F)(F)F)nn1CC(=O)NCCCn1ccnc1,3,-3,-5,-14,1,-7,-15,-13,0.5
CCCOC(=O)c1ccc(NC(=O)Oc2ccccc2)cc1,19,-12,1,-13,6,-3,-28,-6,0.8
COc1ccccc1-c1ccc([C@@H]2C[C@H]3[C@H](CON3C)CN2C(=O)c2ccc(-c3ccccc3)cc2)cc1,13,-6,.,.,1,-3,-42,-14,0.8
C[C@H](CO)N1C[C@H](C)[C@@H](CN(C)C(=O)Nc2ccccc2)Oc2c(NC(=O)Nc3ccc4c(c3)OCO4)cccc2C1=O,-4,-13,1,-15,8,-1,37,-4,0.1
CC1=C(C(=O)N(C(C)C)C(C)C)CC(CC(=O)NCCN2CCOCC2)C(=O)N1CCC1=CCCCC1 (stereo not drawn),7,11,.,.,15,-8,3,0,0.0
COC(=O)c1c(S(=O)(=O)N2CCOCC2)c(C)n(C)c1C,21,-14,-6,-5,0,-1,4,-15,1.3
O=C(c1cnsn1)N1CCN(c2ccccc2)CC1,0,-4,-5,-3,9,-3,-14,4,0.0
CC(c1ccccc1)N1C(=O)C2C3CCC(C3)C2C1=O (stereo not drawn),8,-2,-15,-6,4,-4,-3,3,-0.1
CC(Oc1ccc(Cl)cc1Cl)C(=O)NCCC1=CCCCC1 (stereo not drawn),1,9,-2,-6,0,-7,5,-5,-0.7
CC(Sc1ccc(S(=O)(=O)N2CCN(C)CC2)cn1)C(=O)NC1CCCC(C)C1C (stereo not drawn),6,-5,.,.,1,-9,6,-15,0.0
CSc1ccc(Cl)c(C(=O)Nc2nccs2)c1,7,2,2,-3,4,-6,-1,-3,1.0
COc1ccnc2c1c(=O)n(Cc1cccc(F)c1)c(=O)n2C,-13,7,-4,-24,-1,-1,-9,17,0.2
Cc1c(C(=O)NCc2cccnc2)sc2ncn(CC(=O)N3CCCCC3C)c(=O)c12 (stereo not drawn),20,-13,.,.,1,-3,-9,-5,3.0
COCCn1c(SCC(=O)NC(=O)NCc2ccccc2)nc2ccccc2c1=O,6,-13,-3,-20,1,-2,-7,-13,0.6

Complete entries, quoted from the list:
`N#CCOC(=O)[C@H](Cc1c[nH]c2ccccc12)NS(=O)(=O)c1ccc(Cl)cc1` as listed: CHO-K1 Ca PAM = 9; CHO-K1 Ca antag = -4; OXTR potentiate = -10; CHO parental Ca = 14; TAAR1 agonist = 13; CHRM1 agonist = -1; TAAR1 antagonist = 30; M1 antag = -8; M1 ag parental = 4.8
`CC(C)c1onc(C(=O)N2CCC(C(N)=O)CC2)c1[N+](=O)[O-]` as listed: CHO-K1 Ca PAM = -3; CHO-K1 Ca antag = -3; OXTR potentiate = -6; CHO parental Ca = -5; TAAR1 agonist = -1; CHRM1 agonist = -2; TAAR1 antagonist = -2; M1 antag = -4; M1 ag parental = -0.1
`O=c1[nH]c(C2CC2)nc2sc3c(c12)CCCC3` as listed: CHO-K1 Ca PAM = 8; CHO-K1 Ca antag = 5; OXTR potentiate = -1; CHO parental Ca = -11; TAAR1 agonist = -2; CHRM1 agonist = -14; TAAR1 antagonist = 10; M1 antag = -10; M1 ag parental = -0.1

Compounds shown so far that have a CF3 group:
molecule,CHO-K1 Ca PAM,CHO-K1 Ca antag,OXTR potentiate,CHO parental Ca,TAAR1 agonist,CHRM1 agonist,TAAR1 antagonist,M1 antag,M1 ag parental
Cn1cc(CNC(=O)C2CCC(=O)N(Cc3cccc(C(F)(F)F)c3)C2)cn1 (stereo not drawn),-11,9,.,.,0,-1,-3,-13,-0.1
Cc1c(Br)c(C(F)(F)F)nn1CC(=O)NCCCn1ccnc1,3,-3,-5,-14,1,-7,-15,-13,0.5

Two of these compounds in a different format:
molecule: COC(=O)c1c(S(=O)(=O)N2CCOCC2)c(C)n(C)c1C
  CHO-K1 Ca PAM = 21
  CHO-K1 Ca antag = -14
  OXTR potentiate = -6
  CHO parental Ca = -5
  TAAR1 agonist = 0
  CHRM1 agonist = -1
  TAAR1 antagonist = 4
  M1 antag = -15
  M1 ag parental = 1.3
molecule: O=C(c1cnsn1)N1CCN(c2ccccc2)CC1
  CHO-K1 Ca PAM = 0
  CHO-K1 Ca antag = -4
  OXTR potentiate = -5
  CHO parental Ca = -3
  TAAR1 agonist = 9
  CHRM1 agonist = -3
  TAAR1 antagonist = -14
  M1 antag = 4
  M1 ag parental = 0.0

Bioassay records (PubChem BioAssay)
